# Insulin prom inh: inhibitors of insulin promoter-driven GFP, primary screen, imaging, TRM-6 cells (human fetal islet line), eGFP reporter, cell count | actives 0.9% (n = 130,000) | reporter expression induced with tamoxifen | inhibition, % at 2 µM;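 active = inhibition above the mean plus 3 SD, with well images judged a real hit on visual review, cut at about 60% in these data, passing the limit was not always enough; inconclusive = inhibition over the cutoff but images rejected on review; inactive = inhibition not above the cutoff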
# SDO1 yeast rescue: growth rescue of sdo1-depleted yeast, primary screen, S. cerevisiae, bone marrow failure model | S. cerevisiae sdo1-depleted JHY4D growth rescue, OD600 30 h; stronger effect = higher value; pdr5 snq2 efflux-pump mutant strain | z-score at 10 µM | actives 0.21% (n = 140,000);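 active = z-score above 3 at both the 24 hr and the 30 hr optical density reads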;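 note: z-score against mean and SD of all compound wells on the same plate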
# SDO1 yeast rescue Rescue 24 h: further read-out of SDO1 yeast rescue, marked with its call; z-score; S. cerevisiae sdo1-depleted JHY4D growth rescue, OD600; measured here: growth rescue at 24 h;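 0 is the plate mean of compound wells and units are plate SD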
# Active calls of the source: *; i = inactive; ? = inconclusive; nt = not tested or not shown. Compounds were not picked by outcome, and some 0.94% of all compounds hit somewhere here.
Insulin prom inh	Structure	SDO1 yeast rescue	SDO1 yeast rescue Rescue 24 h
nt	O=C(CCCN1CCOCC1)c1ccc2c(c1)OCCO2	0.41	-0.16
26.3	CC1CCC(NC(=O)C2CCN(c3cnccn3)CC2)CC1 (stereo not given)	1.09	1.55
nt	Cn1nc(CC(=O)NC2CCCCCC2)c2ccccc2c1=O	-0.04	-0.31
26.7	CC(=O)CS(=O)(=O)c1ccc(Oc2ccc(S(=O)(=O)CC(C)=O)cc2)cc1	0.54	0.46
18.2	COc1ccc(C2NC(=O)c3ccccc3O2)c(OC)c1OC (stereo not given)	0.81	0.37
nt	Cc1nn(C)c(C)c1S(=O)(=O)N1CCc2ccccc21	0.93	1.53
0.0	COc1ccc2c(c1)C=C(C(=O)NCc1ccc(Cl)cc1)CO2	-1.8	-0.76
nt	CCOC(=O)C1CCN(C(c2cccc(F)c2)c2sc3nc(C)nn3c2O)CC1 (stereo not given)	0.51	0.23
84.6*	COc1ccc(/C=C/C(=O)CC(O)(c2ccccc2)C(F)(F)F)cc1 (stereo not given)	-1.63	-2
-40.5	CC(C)n1nc(C(=O)Nc2ccccc2N2CCOCC2)c2ccccc2c1=O	0.39	1.69
-33.3	Cc1cc(C)cc(NC(=O)c2cnn(-c3ccccc3)c2C2CCNCC2)c1	nt	nt
-10.0	O=C(NNC(=O)c1ccccc1F)c1cccc(Cl)c1	0.04	-0.4
-18.2	CCN(CC)CCNc1nc(-c2ccco2)c2c(c1C#N)CC(C)(C)OC2	0.8	0.19
nt	O=S(=O)(Nc1cccc2cccnc12)c1ccc(S(=O)(=O)N2CCCC2)cc1	-0.49	-0.61
22.9	Cc1ccccc1NC(=O)N1C2CCCC1CC(NC(=O)C1CC1)C2 (stereo not given)	-0.21	-0.73
3.3	CCCCC(Nc1ncnc2ccccc12)C(=O)O (stereo not given)	0.72	0.25
nt	COc1cccc(-c2nnc(SCc3ccccn3)n2C)c1	1.73	1.3
-13.3	Cc1cc(C)c(S(=O)(=O)c2c(C)cccc2C)c(Cl)n1	-0.38	-0.41
nt	COc1ccc(Cl)cc1N(CC(=O)Nc1ccc2c(c1)OCO2)S(C)(=O)=O	0.48	0.58
-11.8	O=S(=O)(c1cccc2cccnc12)N1CCN(c2ccccn2)CC1	nt	nt
-17.9	O=C(CSc1cccc(C(F)(F)F)c1)N1CCN(S(=O)(=O)c2ccccc2)CC1	-0.6	-0.07
8.3	CC(C)(C)c1ccc(OCC(=O)NC2CCS(=O)(=O)C2)cc1 (stereo not given)	0.96	1.37
5.4	CCOc1ccc(C2=C(C=Nc3c(C)n(C)n(-c4ccccc4)c3=O)C(c3ccc(F)cc3)c3ccccc3O2)cc1 (stereo not given)	-0.02	0.03
8.0	Cc1cc(C(=O)COC(=O)CNC(=O)c2ccc(F)cc2)c(C)n1Cc1ccco1	-0.51	-0.2
-56.7	CC1CCN(c2ccc(N3C(=O)C4CCCCC4C3=O)cc2[N+](=O)[O-])CC1 (stereo not given)	0.76	0.77
7.0	Cc1nc2ccc(Nc3ccncc3)cc2s1	nt	nt
42.9	Cc1nn(Cc2ccccc2)c(C)c1C(=O)OCC(=O)c1cc(C)n(CC(F)(F)F)c1C	-0.71	0.4
-36.6	Cc1cccc(Nc2cc(C)c3c(O)cccc3n2)c1C	-1.01	-0.84
15.6	CCN=C(Nc1ccc2c(c1)OCO2)SC1CC(=O)N(c2ccccc2F)C1=O (stereo not given)	0.07	0.63
29.0	CCCCOC(=O)C1CCCC(C(=O)OCCCC)N1 (stereo not given)	0	-0.72

# Insulin prom inh: hit marks shown above.
Insulin prom inh	Structure	SDO1 yeast rescue	SDO1 yeast rescue Rescue 24 h
84.6*	COc1ccc(/C=C/C(=O)CC(O)(c2ccccc2)C(F)(F)F)cc1 (stereo not given)	-1.63	-2

# Further records:
Insulin prom inh	Structure	SDO1 yeast rescue	SDO1 yeast rescue Rescue 24 h
-6.7	O=C(NC(CO)C(O)c1ccc([N+](=O)[O-])cc1)C(Cl)Cl (stereo not given)	nt	nt
6.1	O=C(CSc1nc(-c2ccccc2)cs1)N1CCN(C(=O)c2ccco2)CC1	-0.45	-0.13
27.8	CCc1ccc(N2C(=O)CC(N3CCN(Cc4ccc5c(c4)OCO5)CC3)C2=O)cc1 (stereo not given)	nt	nt
nt	CCOc1ccc(C2c3c(oc4cc(C)c(C)cc4c3=O)C(=O)N2CCCN2CCOCC2)cc1 (stereo not given)	-0.1	-0.69
-29.7	Cn1nc(CC(=O)NC2CCCCCCCCCCC2)c2ccccc2c1=O	-0.38	3.09
-18.9	Nc1cc(Cl)ccc1Oc1ccc2ccccc2c1	-1.69	-1.34
-25.0	CC(C)(C)n1nnnc1SCC(=O)Nc1nn(-c2ccccc2)nc1C(N)=O	nt	nt
-90.0	CCNS(=O)(=O)c1ccc(NC(=O)CC(C)c2ccccc2)cc1 (stereo not given)	nt	nt
27.8	Cc1nc2ccccc2c2oc(C(=O)NCC3CCCO3)cc12 (stereo not given)	0.02	-0.52
-31.2	CC(=O)Nc1ccc(Sc2ccccc2C(=O)Nc2ccc(F)cc2)cn1	nt	nt
26.9	Cc1ccccc1NS(=O)(=O)c1cc(S(C)(=O)=O)ccc1C	0.55	-0.27
nt	Cc1ccc(SCc2cc(=O)n3ccsc3n2)c(C)c1	0.4	0.31
40.5	Cc1ccc(O)c(-c2cc(C(F)(F)F)[nH]n2)c1	-1.04	-0.62
35.7	Cc1c(C(=O)Nc2c(F)cccc2F)sc2ncnc(N3CCN(c4ccccc4)CC3)c12	nt	nt
-8.3	Cc1ccc(S(=O)(=O)CCC(=O)OCC(=O)NCc2ccc(Cl)cc2)cc1	nt	nt
-100.0	Nc1cc(N2CCCC2)c(Cl)cc1[N+](=O)[O-]	nt	nt
60.0	COc1ccc(-c2nnc(Nc3nc4c(OC)cccc4s3)o2)cc1	-0.84	2.06
33.3	COC(=O)c1ccc(Cl)c(NC(=O)CN(c2ccc3c(c2)OCO3)S(C)(=O)=O)c1	0.29	0.34
21.1	O=C(O)c1ccc(COc2c(F)c(F)cc(F)c2F)o1	0.61	0.24
-38.5	Cc1ccc(CO/N=C/c2c(O)cc(C)oc2=O)cc1	nt	nt
0.0	COc1ccc(NC(=O)c2ccccc2NS(=O)(=O)c2ccc(C)cc2)c([N+](=O)[O-])c1	0.52	1.59
-400.0	O=C(Nc1ccc(F)cc1)NC1CCCCC1	-0.19	-0.26
nt	COc1ccc(C(=S)Nc2ccc(C)cc2)cc1	-0.02	-0.06
-44.8	CC(C)CNC(=O)c1coc(=O)c(Br)c1	0.58	0.55
nt	CN(C)C(CNS(=O)(=O)c1ccc(Cl)cc1)c1cccnc1 (stereo not given)	0.57	-0.16
25.0	Cc1ccsc1C(=O)NNC(=O)C1CCCCC1C(=O)O (stereo not given)	0.6	0.56
nt	O=C(c1ccc(Br)o1)N1CCN(c2ccc3nnc(-c4ccccc4)n3n2)CC1	-0.38	-0.36
28.6	Cc1nnc(NC(=O)CCCCCN2C(=O)C3C4C=CC(C4)C3C2=O)s1 (stereo not given)	0.05	-0.69
42.9	c1ccc(-c2nc(NCCCn3ccnc3)c3ccccc3n2)cc1	nt	nt
27.6	COCCNC(=S)N/N=C(\C)c1ccc(-n2ccnc2)cc1	0.32	0.12

# 3 compounds from above, sorted by count of non-hydrogen atoms, largest number first:
Insulin prom inh	Structure	SDO1 yeast rescue	SDO1 yeast rescue Rescue 24 h
-25.0	CC(C)(C)n1nnnc1SCC(=O)Nc1nn(-c2ccccc2)nc1C(N)=O	nt	nt
21.1	O=C(O)c1ccc(COc2c(F)c(F)cc(F)c2F)o1	0.61	0.24
-400.0	O=C(Nc1ccc(F)cc1)NC1CCCCC1	-0.19	-0.26

# Later entries:
Insulin prom inh	Structure	SDO1 yeast rescue	SDO1 yeast rescue Rescue 24 h
0.0	COc1ccc(C(=O)/C=C/c2ccc(OC)c(COc3ccccc3F)c2)cc1	-0.22	0.05
?	COc1ccc([N+](=O)[O-])cc1NC(=O)COC(C)=O	nt	nt
nt	CCCc1cc(=O)oc2c(C)c(OCC(=O)c3ccc(N4CCCC4)cc3)ccc12	-0.13	1.53
-12.5	COc1ccc(Cc2nn3c(-c4ccccc4OC)nnc3s2)cc1	-1	-1.24
-3.5	O=C(COC(=O)c1cccc(NS(=O)(=O)c2ccc(F)c(F)c2)c1)NC(=O)NC1CCCCC1	0.22	0.5
40.0	CCn1c(=O)n(CC(=O)NC2CCCC(C)C2C)c(=O)c2ccccc21 (stereo not given)	-0.74	-1.06
nt	CCC(=O)Nc1ccc2c(c1)nc(CCN1CCN(C)CC1)n2C	-0.92	-1.19
-75.0	CCN(CC)CCCNC(CC(=O)Nc1cccc([N+](=O)[O-])c1)C(=O)O (stereo not given)	2.17	1.18
nt	CCOc1ccc(NC(=O)Cn2nnc(-c3ccccc3NC(=O)CC)n2)cc1	-0.59	-1.14
70.4	COc1ccc(Cl)cc1-c1n[nH]c(=S)o1	0.99	0.43
i	Cc1nn(-c2ccccc2)c(Cl)c1CN(C(=O)CCl)c1cccc2ccccc12	-1.04	-0.44
58.3	CC1(C)Oc2ccc3ccc(=O)oc3c2/C(=C/Nc2cccc(O)c2)C1=O	nt	nt
8.3	CCOc1cc(C)c(S(=O)(=O)NC2CC(C)(C)NC(C)(C)C2)cc1C	nt	nt
0.0	Clc1ccccc1-c1nnc(-c2cccs2)o1	nt	nt
nt	COc1ccc(C(=O)C(CCCCC(CN(C)C)C(=O)c2ccc(OC)cc2)CN(C)C)cc1 (stereo not given)	1.59	1.45
59.0	Cc1ccc(CNC(=O)C2CCCN2C(=O)NCc2ccccc2)cc1 (stereo not given)	-0.15	-0.75
10.0	COCCN(C(=O)c1ccco1)c1nnc(-c2ccc(F)cc2)s1	nt	nt
nt	O=C(c1ccc(CN2CCc3ccccc3C2)cc1)N1CCc2ccccc2C1	0.53	0.76
nt	O=C(CN1C(=O)NC2(CCCC2)C1=O)N1CCN(C(=O)c2ccco2)CC1	-0.04	-0.93
0.0	CNCC(=O)Nc1ccc(Cl)c(C(F)(F)F)c1	nt	nt
nt	Cc1[nH]c2ccccc2c1C(=O)COC(=O)c1c(-c2c(F)cccc2Cl)noc1C	-0.52	-0.71
21.4	CC12CCC(C/C1=N/NC(=O)COc1ccccc1Cl)C2(C)C (stereo not given)	nt	nt
14.3	CCOC(=O)C1=C(CC)Nc2ccccc2N/C1=N\S(=O)(=O)c1ccc2ccccc2c1	nt	nt
-33.3	c1ccc2c(-c3c[nH]c4ccccc34)c3ccccc3nc2c1	-2.1	-1.26
-23.1	COc1cccc(CNS(=O)(=O)c2cc(Br)cc3c2N(C(C)=O)C(C)C3)c1 (stereo not given)	0.74	1.35
nt	COc1ccccc1NCCC(=O)OCC(=O)NC1CC1	0.18	-0.53
42.9	COc1cc(/C=C/C(=O)Nc2ccc(C)cc2)cc(OC)c1OC	-1.03	-1.55
19.1	Nc1c2c(nc3ccccc13)CCCC2	0.64	-0.09
nt	Cc1ccccc1Nc1nc(CSc2nnc(-c3ccoc3C)n2C)cs1	-0.41	-0.84
-28.6	COc1ccccc1Oc1c(C)oc2c(CN3CCN(C)CC3)c(O)ccc2c1=O	0.34	0.59
-17.4	O=C(COC(=O)Cc1ccc(S(=O)(=O)N2CCOCC2)s1)Nc1ccc2c(c1)OCO2	0.31	0.34
nt	COc1ccc2c(c1OC)C(=O)N1N=C(c3ccc(Br)cc3)CC21 (stereo not given)	0.11	0.58
28.1	CCN1C(=O)/C(=C\c2ccncc2)SC1=Nc1ccc(C)c(C)c1	-1.96	-1.38
-21.6	C=CCNC(=O)COc1ccc(S(=O)(=O)Nc2ccc(OCC)cc2)cc1	0.5	0.31
-90.0	C=CCNC(=O)COC(=O)c1ccc(Cl)c(S(N)(=O)=O)c1	nt	nt
46.7	CC(C(=O)OCC(=O)Nc1ccc(S(=O)(=O)N2CCCCC2)cc1)N1C(=O)c2ccccc2C1=O (stereo not given)	1.35	0.94
-4.8	CCCC12CN(C(=O)c3ccc(OC)cc3)CC(C)(CN(C(=O)c3ccc(OC)cc3)C1)C2=O	1.09	0.31
44.4	COc1ccc(Nc2ncc3c(n2)CC(c2ccc(C)cc2)CC3=O)cc1 (stereo not given)	-0.71	-0.92
-12.1	C=CCOc1nc2c(c(=O)n(C)c(=O)n2C)n1Cc1ccc(Cl)cc1Cl	-0.71	-0.32
-31.2	CCOC(=O)N1CCN(c2nc(-c3ccc(F)cc3)cs2)CC1	-0.86	-0.54
nt	CCN(CC)C(=O)Cn1nnc(-c2ccc(C)o2)n1	-0.79	-0.25
15.8	C/C(=N\NC(=O)c1cccc(S(=O)(=O)Nc2ccccc2Cl)c1)c1ccco1	0.58	1.09
-13.3	CCC(C)N=C1CC(C)(C)CC(=O)/C1=C(/O)Cc1ccccc1 (stereo not given)	-1.31	-1.55
5.3	O=C1OCc2cc(NC(=O)C34CC5CC(CC(C5)C3)C4)ccc21	-0.71	-0.45

# Compound profiles, from the list above:
# C=CCNC(=O)COC(=O)c1ccc(Cl)c(S(N)(=O)=O)c1 is listed with Insulin prom inh = -90.0; SDO1 yeast rescue = nt; SDO1 yeast rescue Rescue 24 h = nt
# CCC(C)N=C1CC(C)(C)CC(=O)/C1=C(/O)Cc1ccccc1 (stereo not given) is listed with Insulin prom inh = -13.3; SDO1 yeast rescue = -1.31; SDO1 yeast rescue Rescue 24 h = -1.55
# CC(C(=O)OCC(=O)Nc1ccc(S(=O)(=O)N2CCCCC2)cc1)N1C(=O)c2ccccc2C1=O (stereo not given) is listed with Insulin prom inh = 46.7; SDO1 yeast rescue = 1.35; SDO1 yeast rescue Rescue 24 h = 0.94

# Source: PubChem (several laboratories)
